Screening data as filed in PubChem BioAssay.
TEAD-YAP block – TEAD-YAP interaction inhibition. inhibition, % at 9.12 µM. 1.4% of 640,000 active. HEK-TIYL cells, TEAD-Gal4/YAP UAS-luciferase luminescence; in the data active means inhibition above about 32%;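 further: 0% = median of test compound wells and 100% = reference inhibitor wells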
MITF primary – inhibitors of human MITF | O75030 | AlphaScreen MITF homodimerization, bead proximity signal | inhibition, % at 2.6 µM | 0.91% of 650,000 active | AID 1259374; in the data active means inhibition above about 50%;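 further: 0% = vehicle wells with protein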
FBW7 act – activators of human E3 ligase FBW7; AID 1259310; Q969H0; normalized activity (activation), % at 26.1 µM; AlphaScreen FBW7–phospho-cyclin E peptide binding, activator screen; 0.13% of 650,000 active; in the data active means normalized activity above about 1.9%;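 further: purified mutant Fbw7 with reduced substrate affinity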
Target sequence (Q969H0 whole entry, looked up): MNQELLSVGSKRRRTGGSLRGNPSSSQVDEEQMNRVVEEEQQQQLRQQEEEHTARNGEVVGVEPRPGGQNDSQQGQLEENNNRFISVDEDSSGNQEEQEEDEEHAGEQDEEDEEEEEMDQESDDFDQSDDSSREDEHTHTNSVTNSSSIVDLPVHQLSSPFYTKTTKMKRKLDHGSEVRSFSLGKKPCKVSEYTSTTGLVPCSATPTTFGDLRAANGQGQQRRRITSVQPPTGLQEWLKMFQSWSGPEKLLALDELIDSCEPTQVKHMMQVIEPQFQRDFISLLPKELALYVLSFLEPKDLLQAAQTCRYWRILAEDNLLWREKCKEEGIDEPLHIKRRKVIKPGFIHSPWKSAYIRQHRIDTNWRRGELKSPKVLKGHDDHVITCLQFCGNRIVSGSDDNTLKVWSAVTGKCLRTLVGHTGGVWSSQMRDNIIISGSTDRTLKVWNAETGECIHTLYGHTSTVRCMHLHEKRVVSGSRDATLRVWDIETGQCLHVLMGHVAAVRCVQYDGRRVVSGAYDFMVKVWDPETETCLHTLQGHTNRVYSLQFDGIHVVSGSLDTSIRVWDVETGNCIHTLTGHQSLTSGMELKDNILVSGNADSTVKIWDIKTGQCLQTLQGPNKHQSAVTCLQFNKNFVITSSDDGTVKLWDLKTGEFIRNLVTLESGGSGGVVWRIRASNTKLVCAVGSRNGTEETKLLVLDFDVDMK
GPR151 ag – activates the human receptor GPR151; 1% of 650,000 active; Q8TDV0; PathHunter beta-arrestin GPR151 cells, luminescence; activation, % at 11.2 µM; in the data active means activation above about 4.9%;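 further: 0% = median of compound wells and 100% = cells with positive control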
Target sequence (Q8TDV0 whole entry, looked up): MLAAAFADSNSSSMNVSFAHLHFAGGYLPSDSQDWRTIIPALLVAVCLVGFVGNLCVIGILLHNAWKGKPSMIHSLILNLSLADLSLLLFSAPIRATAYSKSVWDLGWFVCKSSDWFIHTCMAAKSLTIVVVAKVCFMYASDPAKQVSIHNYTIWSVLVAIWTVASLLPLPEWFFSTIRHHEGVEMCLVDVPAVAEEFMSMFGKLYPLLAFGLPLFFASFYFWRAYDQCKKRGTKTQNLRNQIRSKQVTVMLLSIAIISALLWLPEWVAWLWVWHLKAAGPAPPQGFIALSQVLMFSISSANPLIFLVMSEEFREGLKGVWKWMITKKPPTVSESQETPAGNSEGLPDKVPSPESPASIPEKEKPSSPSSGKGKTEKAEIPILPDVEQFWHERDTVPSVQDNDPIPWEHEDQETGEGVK
* hit, by the source's call; . = not tested or not shown. Rows are unselected; any-hit rate near 3.4%.

SMILES | TEAD-YAP block | MITF primary | FBW7 act | GPR151 ag
COC(=O)c1cccnc1NC(=S)Nc1ccc(F)cc1 | -9 | 2 | -0.1 | 0.9
Cc1nc(C(=O)N2CCCC(CNS(=O)(=O)Cc3ccccc3)C2)cs1 (stereo not given) | -1 | -2 | 0.0 | -0.4
S=c1[nH]nc(Cc2ccccc2)n1C1CCCCC1 | 8 | 7 | 0.1 | 1.9
CC(=C\c1ccccc1)/C=C1/SC(=O)N(C(C)C)C1=O | -62 | -10 | -0.1 | 0.4
CCN(CC)C(=O)C1CCCN(c2nc(Nc3ccc(N4CCOCC4)cc3)c3ncn(C4CCCCC4)c3n2)C1 (stereo not given) | -1 | -3 | -0.2 | 1.6
COc1ccc(C)cc1NC(=O)c1ccc([N+](=O)[O-])cc1[N+](=O)[O-] | 6 | -5 | 0.1 | 0.3
Nc1ncc(Br)cc1S(=O)(=O)NCCc1ccccc1 | 4 | 7 | 0.3 | 0.6
Cc1sc2nc(SCc3ccccc3)nc(N)c2c1C | -26 | 15 | -0.1 | -0.2
O=C(c1cc(C2CC2)[nH]n1)N1CCn2cc(C(F)(F)F)nc2C1 | 2 | 18 | 0.0 | 0.3
C=CCn1c(SCC(=O)Nc2ccc3c(c2)OCCO3)nnc1-c1cccs1 | 51* | 10 | 0.0 | -0.3
CCOc1cccc(CN2CCN(CC(C)(C)C)C(CCO)C2)c1O (stereo not given) | -2 | 7 | 0.2 | -0.5
CCCCc1nc2c(c3c1C[C@H](C)OC3)CN(S(=O)(=O)c1ccc(C)cc1)CC2 | . | 7 | 0.1 | 0.9
O=C(NC1CC1)c1csc(NC2CCN(Cc3ccccc3)CC2)n1 | 2 | 2 | -0.1 | 0.5
COc1ccc(C(CC(=O)Nc2ncccc2C)N2Cc3ccccc3C2=O)cc1 (stereo not given) | 0 | -4 | -0.2 | -0.4
CCS(=O)(=O)N1CCN=C1SCc1cc(C)ccc1C | 2 | 11 | 0.9 | -1.4
COc1ccc(NC(=S)NC(=O)c2ccccc2OC)c(OC)c1 | -39 | -6 | -0.4 | -1.7
COc1cc(OC)c(NC(=O)c2c(-c3ccccc3Cl)noc2C)cc1Cl | -8 | 13 | 0.7 | 4.4
Nc1n[nH]c(-c2ccc(Cl)cc2)c1Br | 8 | 4 | -0.1 | 1.7
CC(=O)c1cccc(N2CC(O)=C(c3nc4ccccc4s3)C2=N)c1 | -11 | -5 | -0.2 | 1.9
CCCc1nc(NC(=O)c2ccccc2)c(C#N)c(-c2cccc(Br)c2)c1CC | -8 | 14 | 0.4 | -0.9
CC1CN(S(=O)(=O)c2ccc(C(=O)Nc3ccccc3C#N)cc2)CC(C)O1 (stereo not given) | -3 | 3 | -0.1 | 0.9
COc1ccc(S(C)(=O)=O)cc1S(C)(=O)=O | 1 | 11 | -0.2 | 0.6
CCOc1cccc(C2CC(c3ccc(CC)cc3)=NC(c3cccc(F)c3)N2)c1O (stereo not given) | 5 | -1 | -0.5 | 1.9
Cc1ccc(C)c(CSc2nc3nc(C)c(Cc4ccc(F)cc4Cl)c(C)n3n2)c1 | 1 | 12 | 0.1 | 0.5
CCOC(=O)c1cccc(NC(=O)Cc2cn(C)c3ccccc23)c1 | -11 | 6 | -0.3 | 0.9
Later entries.
SMILES | TEAD-YAP block | MITF primary | FBW7 act | GPR151 ag
O=C(Nc1cnc2ccccc2c1)c1ccco1 | 24 | 4 | -0.1 | -5.9
COc1ccc(-c2csc(NC(=O)c3ccc(S(=O)(=O)N4CCc5ccccc54)cc3)n2)cc1OC | 12 | -13 | -0.1 | 1.7
CCn1nc(C)c(CN2CCC3(CC2)CC3C(=O)NCc2ccccc2)c1C (stereo not given) | 8 | -3 | 0.1 | 5.4*
OC(CN1CCN(c2ccccc2)CC1)c1ccc2c(c1)CCN2 (stereo not given) | 2 | -2 | -0.2 | 0.2
CC(=O)c1cccc(NC(=O)CSC2=C(C#N)C(c3ccccc3C)C3=C(CCCC3=O)N2)c1 (stereo not given) | 5 | 9 | 0.0 | -2.5
O=C(CSCC(=O)Nc1ccc2c(c1)oc1ccccc12)Nc1ccccc1 | -10 | -18 | 0.8 | 1.4
COC(=O)C1=C(C)N(c2ccc(F)cc2)C(=O)/C1=C\c1ccccc1F | -4 | -7 | 0.0 | -2.5
COc1ccccc1NC(=O)C(=O)NNC(=O)c1ccco1 | 3 | -2 | 0.0 | 0.8
COc1cccc(OC)c1C(=O)NC(=S)NCc1ccco1 | 10 | 18 | 0.2 | 0.3
O=C(CSc1nc2ccc(NC(=O)c3ccccc3)cc2s1)Nc1ccc2c(c1)oc1ccccc12 | 0 | -6 | 0.0 | -1.4
COc1cccc(Nc2c3c(nc4nncn24)CCC3)c1 | -6 | 8 | -0.1 | 1.9
CCOC(=O)c1cc(S(=O)(=O)N2CCC(Cc3ccccc3)CC2)cn1C | 3 | 18 | 0.1 | -2.0
CSc1ccccc1NC(=O)C(C)N(c1ccccc1)S(C)(=O)=O (stereo not given) | 5 | 20 | 0.2 | 1.1
C=CCNC(=O)C(=O)Nc1ccc(Cl)cc1 | -38 | 1 | -0.1 | -1.5
O=[N+]([O-])c1cccc(/C=N/Nc2cccc([N+](=O)[O-])c2)c1 | -30 | 6 | 0.2 | 1.6
CCC1Sc2cc(S(=O)(=O)CCC(=O)Nc3ccccn3)ccc2NC1=O (stereo not given) | 8 | 1 | -0.1 | 1.6
Cc1ccc(-c2nnc(N3CCN(S(C)(=O)=O)CC3)c3ccccc23)cc1 | 6 | 10 | 0.1 | 3.9
CCN(CC)C(=O)CSc1nnc2c3cc(C)ccc3n(C)c2n1 | -2 | -5 | -0.1 | 0.7
O=C1N=c2ccc(Br)cc2=C1c1sc(Nc2cccc(C(F)(F)F)c2)nc1O | -6 | 14 | 0.0 | 0.1
CCOc1ccc(/C=C2\Oc3c(ccc(O)c3CN3CCN(C)CC3)C2=O)cc1 | 4 | 4 | -0.1 | 0.8
CCCN(CCC)C(=O)CSc1nc2nc(C)c(Cc3cccc(Cl)c3)c(C)n2n1 | -11 | -3 | -0.1 | -1.3
O=C(OC1CCOC1=O)c1cc(Cl)ccc1[N+](=O)[O-] (stereo not given) | -2 | 0 | 0.0 | -0.7
Cn1ccc(C(=O)NCC2Cc3cc(-c4ccsc4)cc(Cl)c3O2)n1 (stereo not given) | -8 | 14 | 0.1 | -1.4
CCOC(=O)c1ccc(-n2c(C)cc(C=Nc3ccc(NC(C)=O)cc3)c2C)cc1 | 3 | 4 | -0.1 | 1.5
COc1ccc2c(c1)C1=C(CC2)C(c2cccc(F)c2)NC(=S)N1 (stereo not given) | 13 | 10 | -0.1 | 2.0
Additional structures follow:
SMILES | TEAD-YAP block | MITF primary | FBW7 act | GPR151 ag
O=C(NNC(=O)c1ccccc1[N+](=O)[O-])c1ccccc1I | -5 | 6 | 0.1 | 0.9
COc1ccc(NC(=O)COc2cccc(C)c2C)cc1NC(=O)c1ccco1 | -1 | -13 | -0.1 | 0.1
COc1ccc(N=C2C(=O)N(CN3CCOCC3)c3ccccc32)c(OC)c1 | -9 | -11 | -0.1 | 1.3
CCOC(=O)c1ccc2c(c1)C(=O)N(c1ccc(N)cc1)C2=O | -16 | 16 | 0.2 | -0.1
CCOC(=O)c1[nH]c(C)c(C(=O)Nc2cccc(C)c2C)c1C | 42* | 8 | -0.1 | 0.9
CCOc1ccc2ccccc2c1/C=N\NC(=O)CNC(=O)c1ccco1 | 2 | 4 | 0.0 | 2.5
COc1ccc(S(=O)(=O)Nc2ccc(S(=O)(=O)Nc3cc(C)ccc3C)cc2)cc1 | 11 | 17 | 0.5 | 0.9
O=C1c2cc3ccccc3cc2C(=O)N1c1cccc(Br)c1 | 5 | 14 | 0.9 | -0.5
COC(=O)c1ccc(N2C(=O)CSC2c2cccc([N+](=O)[O-])c2)cc1 (stereo not given) | 0 | 5 | -0.1 | -0.3
CC(=O)Nc1c2c(nn1-c1ccccc1C)CSC2 | 4 | -18 | 0.0 | 1.0
C/C(NC(=O)c1ccccc1)=C1\OC(=O)C(C)N1C(=O)c1ccccc1 (stereo not given) | 12 | 7 | 0.6 | -0.8
COC(=O)C1CCN(C(=O)/C=C/c2ccccc2)CC1 | -20 | 2 | -0.1 | 0.8
Cc1ccc(NC(=O)Cn2c3ccccc3c(=O)c3cc([N+](=O)[O-])ccc32)cc1Cl | 6 | 19 | 0.1 | 0.5
Cc1c(N/C(=C/C(=O)C(F)(F)F)C(F)(F)F)c(=O)n(-c2ccccc2)n1C | 1 | -5 | 0.2 | 0.3
CCC(=O)Nc1ccc(/C(C)=N/Nc2ccc(C#N)cc2[N+](=O)[O-])cc1 | 6 | 6 | -0.1 | 0.7
Cc1ccc(C2C(C(=O)c3cccs3)=C(O)C(=O)N2CCCN(C)C)cc1 (stereo not given) | 2 | 0 | -0.2 | 0.1
Cc1ccc(CN2CCN(Cc3ccccc3Cl)CC2CCO)o1 (stereo not given) | -2 | -2 | 0.0 | 1.8
CC1=CC(C)(C)NC(=S)N1c1cc(Cl)cc(Cl)c1 | -4 | 58* | -0.1 | -0.7
O=C(Nc1ccccc1C(=O)O)c1ccc(CN2C(=O)c3ccccc3C2=O)cc1 | 1 | 8 | 0.1 | -0.4
Cc1nc2ncnn2c(C)c1CCC(=O)NC(C)C12CC3CC(CC(C3)C1)C2 (stereo not given) | -6 | -4 | 0.0 | 1.5
CC(=O)N1CCC(N(C(=O)Nc2ccc(C)c(C)c2)C2CCCC2)CC1 | -18 | -2 | -0.1 | 0.7
COc1cccc(CNc2nc3nc4c(c(=O)n3[nH]2)CCC4)c1 | 8 | 1 | -0.1 | 0.8
O=c1[nH]cc(N=Cc2ccccc2)c(=O)[nH]1 | -3 | 13 | 0.4 | -1.4
COc1c(C)cccc1C(=O)NC1CCCCCCC1 | -36 | -3 | -0.1 | 0.2
O=S(=O)(c1ccc(F)cc1)N1CCC(O)(c2ccc3c(c2)OCO3)CC1 | -5 | 10 | 0.2 | -1.4
The list continues:
SMILES | TEAD-YAP block | MITF primary | FBW7 act | GPR151 ag
O=C(Nc1ccnc2ccc(Cl)cc12)c1ccccc1 | 18 | -17 | -0.2 | 1.0
O=C(CNC(=O)c1ccccc1F)N/N=C/c1cc(Br)ccc1O | 11 | 13 | -0.5 | -0.3
CCOC(=O)c1ccc(Nc2ncnc3sc4c(c23)CCC(C)C4)cc1 (stereo not given) | -7 | 22 | 0.1 | 0.5
Cc1ccc2[nH]c(=O)cc(C(=O)OCC(=O)c3ccc(Br)cc3)c2c1 | 6 | 14 | 0.1 | 2.9
Cc1cccc(Cn2cnc3c(cnn3C)c2=O)c1 | 14 | -10 | 0.1 | -0.1
CCc1cccc(NC(=O)C2CCCN(S(=O)(=O)c3ccc4c(c3)oc(=O)n4C)C2)c1 (stereo not given) | 9 | -16 | -0.1 | 0.6
CC(=O)Nc1ccc(S(=O)(=O)n2c(SCc3ccccc3F)nc3ccccc32)cc1Cl | -43 | -4 | -0.2 | -1.6
CCCCc1ccc(NC(=O)C(=O)N/N=C/c2cc(OC)ccc2OC)cc1 | 5 | -7 | 0.0 | 0.6
CCc1cn[nH]c1C1CCCN(Cc2cccc(O)c2)C1 (stereo not given) | 3 | -5 | 0.0 | 2.6
O=[N+]([O-])c1ccc(N2CCN(S(=O)(=O)c3ccc(Br)cc3)CC2)c(Cl)c1 | 6 | 14 | -0.1 | -0.1
CCOc1ccc(C(=O)Nc2ccc3oc(-c4ccc(F)cc4Cl)nc3c2)cc1[N+](=O)[O-] | 7 | -1 | -0.3 | 0.0
O=C(COc1cccnc1[N+](=O)[O-])NCCc1ccccc1 | 2 | -3 | -0.1 | -2.0

Compounds from the list above with four or more nitrogen atoms, in the order listed:
SMILES | TEAD-YAP block | MITF primary | FBW7 act | GPR151 ag
CCN(CC)C(=O)C1CCCN(c2nc(Nc3ccc(N4CCOCC4)cc3)c3ncn(C4CCCCC4)c3n2)C1 (stereo not given) | -1 | -3 | -0.2 | 1.6
O=C(c1cc(C2CC2)[nH]n1)N1CCn2cc(C(F)(F)F)nc2C1 | 2 | 18 | 0.0 | 0.3
C=CCn1c(SCC(=O)Nc2ccc3c(c2)OCCO3)nnc1-c1cccs1 | 51* | 10 | 0.0 | -0.3
O=C(NC1CC1)c1csc(NC2CCN(Cc3ccccc3)CC2)n1 | 2 | 2 | -0.1 | 0.5
Cc1ccc(C)c(CSc2nc3nc(C)c(Cc4ccc(F)cc4Cl)c(C)n3n2)c1 | 1 | 12 | 0.1 | 0.5
CCn1nc(C)c(CN2CCC3(CC2)CC3C(=O)NCc2ccccc2)c1C (stereo not given) | 8 | -3 | 0.1 | 5.4*
COc1cccc(Nc2c3c(nc4nncn24)CCC3)c1 | -6 | 8 | -0.1 | 1.9
O=[N+]([O-])c1cccc(/C=N/Nc2cccc([N+](=O)[O-])c2)c1 | -30 | 6 | 0.2 | 1.6
Cc1ccc(-c2nnc(N3CCN(S(C)(=O)=O)CC3)c3ccccc23)cc1 | 6 | 10 | 0.1 | 3.9
CCN(CC)C(=O)CSc1nnc2c3cc(C)ccc3n(C)c2n1 | -2 | -5 | -0.1 | 0.7
CCCN(CCC)C(=O)CSc1nc2nc(C)c(Cc3cccc(Cl)c3)c(C)n2n1 | -11 | -3 | -0.1 | -1.3
CCC(=O)Nc1ccc(/C(C)=N/Nc2ccc(C#N)cc2[N+](=O)[O-])cc1 | 6 | 6 | -0.1 | 0.7
Cc1nc2ncnn2c(C)c1CCC(=O)NC(C)C12CC3CC(CC(C3)C1)C2 (stereo not given) | -6 | -4 | 0.0 | 1.5
COc1cccc(CNc2nc3nc4c(c(=O)n3[nH]2)CCC4)c1 | 8 | 1 | -0.1 | 0.8
Cc1cccc(Cn2cnc3c(cnn3C)c2=O)c1 | 14 | -10 | 0.1 | -0.1
